# Assay outcomes from PubChem.
# D2 antagonist = antagonists of human D2 dopamine receptor | P14416 | hit rate 2% among 340,000 | HEK293 TREx D2 cells, calcium flux, dopamine EC80 | AID 485344 | inhibition, % at 10 µM; in the data active means inhibition above about 30%; further: 0% is about no effect
#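 Tetracycline-induced HEK293 T-REx cells expressing D2 force-coupled to calcium signalling were dye-loaded, exposed to compound for 180 s, then challenged with an EC80 of dopamine; calcium flux was followed kinetically for a further 180 s.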
# D2 agonist = D2 dopamine receptor (human) agonism; HEK293 T-REx D2 cells, calcium flux agonist mode; activation, % at 2 µM; hit rate 0.53% among 340,000; P14416; AID 485358;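 active means activation over 3 SD above normal in the single-dose calcium agonist read, cut at about 30% in these data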; further: 0% is about no effect
#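 Tetracycline-induced HEK293 T-REx cells with force-coupled D2 receptor, plated overnight at 30 C, loaded with no-wash calcium dye. After a 10 s baseline, compound was pin-added and calcium flux read kinetically for 180 s; calcium rises flagged agonists.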
# D1 antagonist = blocks dopamine activation of the human D1 receptor. P21728. HEK293 TREx D1 cells, calcium flux, dopamine EC80; active compounds read low. activity change, negative = inhibition, % at 10 µM. hit rate 3.2% among 360,000; in the data active means activity change below about -30%; further: on the % scale 0 is the no-effect control and ±100 the full control effect
# Target sequence (P21728 whole entry, looked up): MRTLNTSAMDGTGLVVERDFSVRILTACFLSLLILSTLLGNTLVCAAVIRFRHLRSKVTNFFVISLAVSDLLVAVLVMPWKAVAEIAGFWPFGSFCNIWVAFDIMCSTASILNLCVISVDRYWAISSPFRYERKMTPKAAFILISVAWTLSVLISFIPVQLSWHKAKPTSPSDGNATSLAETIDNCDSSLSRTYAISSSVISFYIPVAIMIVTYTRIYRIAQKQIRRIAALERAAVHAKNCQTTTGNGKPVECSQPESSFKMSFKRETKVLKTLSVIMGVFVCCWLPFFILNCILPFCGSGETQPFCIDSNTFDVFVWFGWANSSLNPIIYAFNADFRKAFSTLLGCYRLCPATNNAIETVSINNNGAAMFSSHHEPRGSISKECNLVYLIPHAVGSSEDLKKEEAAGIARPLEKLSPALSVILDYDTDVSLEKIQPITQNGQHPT
#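 Using tetracycline-induced force-coupled D1 Hek293 cells and a calcium dye, signals were followed for 180 s after compound, then for 180 s after EC80 dopamine, to detect inhibitors.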
# D1 ag = activates the human D1 dopamine receptor; HEK293 T-REx D1 cells, calcium flux, agonist mode; AID 504660; activation, % at 2 µM; hit rate 1% among 360,000; P21728; in the data active means activation above about 30%; further: 0% is about no effect
#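 Inducible HEK293 T-REx D1 cells, force-coupled to calcium signalling, were plated at 4000 cells/well with tetracycline and held overnight at 30 C. After no-wash calcium dye loading, compound-evoked calcium rise over 180 s flagged agonists.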
# RXFP1 antagonist = RXFP1 (human) relaxin receptor antagonism; Q9HBX9; activity change, negative = inhibition, % at 57.5 µM; hit rate 0.59% among 350,000; HEK293-RXFP1, relaxin-stimulated cAMP HTRF, 30 min; active compounds read low;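 active means activity change of -60% or lower, but not beyond a set lower limit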; further: on the % scale 0 is the no-effect control and ±100 the full control effect
# TRHR enhancer = allosterically enhances the human TRH receptor. P34981. TRHR cells, fluo-8 calcium fluorescence, EC20 TRH enhancement. enhancement, % at 2 µM. hit rate 0.66% among 360,000; in the data active means enhancement above about 30%; further: 0% is about no effect
# Target sequence (P34981 whole entry, looked up): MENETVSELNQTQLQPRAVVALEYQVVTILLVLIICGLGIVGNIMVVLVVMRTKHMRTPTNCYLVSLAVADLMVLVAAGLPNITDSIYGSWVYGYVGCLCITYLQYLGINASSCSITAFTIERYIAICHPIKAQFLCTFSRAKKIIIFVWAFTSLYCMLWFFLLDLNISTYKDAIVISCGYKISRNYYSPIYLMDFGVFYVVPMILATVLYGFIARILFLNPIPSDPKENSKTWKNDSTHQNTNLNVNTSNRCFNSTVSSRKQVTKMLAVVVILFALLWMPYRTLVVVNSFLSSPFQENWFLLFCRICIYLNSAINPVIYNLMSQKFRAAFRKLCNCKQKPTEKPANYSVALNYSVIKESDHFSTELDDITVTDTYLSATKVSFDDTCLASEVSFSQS
#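 Enhancer read-out: after compound pinning and an initial kinetic agonist-mode read, an EC20 of TRH (10 nM final) was injected and fluo-8 calcium signal (Ex 480/Em 530) followed at 1 s/cycle for 100 cycles in TRHR-expressing cells.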
# D1 potentiator = human D1 dopamine receptor positive modulation; potentiation, % at 10 µM; HEK293 TREx D1 cells, calcium flux, dopamine EC20 potentiation; hit rate 0.036% among 360,000; P21728; in the data active means potentiation above about 30%; further: 0% is about no effect
# D2 PAM = positive allosteric modulators of human D2 dopamine receptor. P14416. HEK293 T-REx D2, calcium flux, EC20 dopamine potentiation. potentiation, % at 10 µM. hit rate 0.34% among 340,000. AID 485347;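 active means potentiation over 3 SD above the plate norm, cut at about 30% in these data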; further: 0% is about no effect
#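 Tetracycline-induced Hek293 Trex D2 cells, force-coupled to calcium, loaded with no-wash calcium dye. Compound added with 180 s kinetic read for agonism, then EC20 dopamine and a further 180 s read for potentiation.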
# RXFP1 ag = RXFP1 (human) receptor agonism; HEK293T-RXFP1 cAMP TR-FRET, 30 min; response scale: percent of porcine relaxin response, buffer zero; Q9HBX9; Potency, µM (highest dose often 57.5 µM), without a hit: top-dose activation, actives largely listed as activators; hit rate 0.3% among 370,000; active means well fitted activation curve with a large enough effect; further: potency means the concentration at half of the fitted maximal effect; on the % scale 0 is the no-effect control and ±100 the full control effect; nearly all actives have a fitted effect of over 60% in size; many of its hits are not listed in these tables
#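 cAMP rise read by TR-FRET after 30 min, 37C compound exposure (up to 58 uM) in RXFP1-transfected HEK293 cells with Ro 20174 present. EC50 from Hill-equation fits, with 29 nM porcine relaxin as 100% and buffer as basal.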
# Starred values were filed as active, the others as inactive; . = no result given; & = joins results of further samples.
SMILES,D2 antagonist,D2 agonist,D1 antagonist,D1 ag,RXFP1 antagonist,TRHR enhancer,D1 potentiator,D2 PAM,RXFP1 ag
CC(C)(C)n1nnnc1C(c1ccc(C(F)(F)F)cc1)N(Cc1ccc(F)cc1)Cc1ccco1 (configuration not stated),14,-0.3,14,4,1,-3,-11,-7,0.5%
CS(=O)(=O)c1ccc2nc(NC(=O)c3ccc(Cl)cc3)sc2c1,4,-0.6,6,3,0,-2,1,-15,6.6%
COc1ccc(OC)c(NS(=O)(=O)c2ccc(Cl)nc2)c1,3,1.2,8,4,1,-5,-2,3,0.7%
COc1ccc(-c2nnn(CCC(=O)O)n2)cc1,2,0.3,.,1,18,-6,-2,-13,2.4%
COc1ccc(NC(=O)c2nc[nH]c2C(=O)N[C@@H](C)C(=O)OC(C)(C)C)cc1,-23,1.2,-7,1,.,4,-2,19,0.5%
O=C(Nc1cccc(Cl)c1N1CCOCC1)c1cccs1,8,0.3,18,3,3,2,-6,9,-0.8%
Cc1ccc(NC(=O)Cn2c(=O)n(Cc3ccc4c(c3)OCO4)c(=O)c3ccc(C(=O)NC4CCCCC4)cc32)c(C)c1,.,0.8,-22,0,.,-1,0,-3,0.6%
Cn1c(C(=O)N2CCN(C(=O)c3ccco3)CC2)cc2c(=O)n(C)c3ccccc3c21,-2,-1.2,10,2,2,0,-5,1,2.8%
COC(=O)C(C)N1C(=O)S/C(=C\c2ccc(-c3ccc(C(=O)O)cc3C)o2)C1=O (configuration not stated),-2,0.0,3,4,-2,1,-6,-6,0.2%
CCN(CC(=O)Nc1ccc(OC)cc1)C(=O)c1cc2c(s1)CCCCC2,5,-0.6,-9,2,-14,17,7,-6,1.1%
O=c1oc(-c2cc3ccccc3o2)nc2sc3c(c12)CCCC3,-10,0.6,9,3,-3,6,7,-3,0.9%
CCn1c(SC(C)C)nnc1-c1c[nH]c2ccccc12,2,-0.6,-31*,2,6,4,.,-1,0.5%
Cc1csc2nc(O)c(C(=O)NCCCc3ccccc3)c(=O)n12,0,-0.9,9,2,-2,-2,5,20,-1.9%
Cc1cc2cccc(C)c2nc1SCC(=O)NNC(=O)c1ccco1,8,2.1,3,2,21,10,5,13,7.0%
COc1ccccc1NC(=O)CCCCCN1C(=O)c2cccc([N+](=O)[O-])c2C1=O,-16,-0.6,-10,-2,-3,-1,-5,12,1.1%
CCC(C)(C)NC(=O)C(c1ccccc1F)N(Cc1ccco1)C(=O)c1csnn1 (configuration not stated),.,.,-28,3,3,10,-1,.,3.6%
O=C(Nc1ccccc1NC(=O)c1ccco1)c1ccco1,13,-1.7,-11,1,-8,-7,-6,-4,0.7%
Cc1ccc(C(=O)Nc2ncccc2O)cc1S(=O)(=O)N1CCCCC1,5,0.3,-4,2,-9,0,0,19,-1.7%
Cn1c(=O)cc(OCCCC(=O)NCc2ccc(F)cc2Cl)c2ccccc21,-2,0.1,2,1,-6,-9,-1,.,2.4%
Cc1[nH]c2ccccc2c1NC(=O)CN1CCN(c2cccc(C(F)(F)F)c2)CC1,5,0.6,4,7,8,10,-2,-27,0.0%
O=C(CS(=O)(=O)c1ccc2ccccc2c1)Nc1ccccc1Cl,-7,-0.4,6,0,6,-6,-9,6,-1.0%
COc1ccccc1-c1cc(C(=O)NC2CCN(C)CC2)c2ccc(Cl)c(C)c2n1,.,.,-15,16,-4,8,-12,-18,0.2%
Cc1ccc2c(c1)N(C(=O)Nc1cccc(C)c1C)CCO2,.,-0.5,2,2,-12,-4,-1,12,0.1%
OC(COc1ccc2ccccc2c1)CN1CCOCC1 (configuration not stated),12,0.0,-8,2,-10&-16,-4,-1,4,-5.1%
COc1ccccc1NC(=O)C1CCN(S(=O)(=O)c2ccc3[nH]c4c(c3c2)CCCCC4)CC1,.,-0.2,14,3,-6,1,-3,-4,1.0%
C=CCN1C(=O)N(c2ccc(Cl)cc2)C(=O)C1CC(=O)Nc1ccc(F)cc1 (configuration not stated),.,.,-19,0,0,1,-5,.,-0.6%
CCOc1ccccc1N1CC(C(=O)N(CC)CC(=O)Nc2ccc3c(c2)OCCO3)CC1=O (configuration not stated),-1,0.0,2,0,-9,-7,-2,-9,-0.6%
Cc1ccc(S(=O)(=O)N(C)C)cc1NC(=S)NNC(=O)C1CC1,-6,-1.2,-5,5,10,1,-7,1,-0.2%
CCN(CC)C(=O)CSc1nc2ccccc2c(=O)n1Cc1ccco1,.,0.8,14,-2,-9,-9,-2,3,3.3%
Cc1ccc2oc(C(=O)NCC(c3ccco3)N3CCCC3)c(C)c2c1 (configuration not stated),-6,-3.4,-2,9,-3,-6,12,-22,-0.1%
O=S(=O)(c1ccc(NC(=S)N2CCN(c3ccccc3F)CC2)cc1)N1CCOCC1,-22,16,-31*,11,-17,2,-12,0,1.8%
N#C/C(=C/C=C/c1ccccc1)C(=O)Nc1ccccc1,-11,1.0,-6,1,-16,-1,9,9,1.0%
COC(=O)C(C)Sc1nc2c(cnn2-c2ccc(Cl)cc2)c(=O)[nH]1 (configuration not stated),-4,-3.5,3,1,1,2,-3,-6,4.6%
Cn1nc(-c2ccc(NCCO)c([N+](=O)[O-])c2)c2ccccc2c1=O,.,.,0,1,10,-5,-7,.,2.3%
Cc1ccccc1-c1n[nH]c(=S)n1/N=C/c1c(C)nn(-c2ccccc2)c1C,-10,1.0,-26,1,-18,-8,-3,5,1.0%
CSc1cccc(NC(=O)C2CCCN2S(=O)(=O)c2ccc3c(c2)CCC(=O)N3)c1 (configuration not stated),.,.,-1,3,-11,-2,4,.,-0.1%
COc1ccc(/C=C\c2onc(C)c2S(=O)(=O)N2CCC(C(=O)NCc3ccco3)CC2)cc1,14,1.1,3,7,-5,-1,-2,-6,-2.4%
COc1ccc(CCNC(=O)C(C)n2nc(C)n3c(cc4occc43)c2=O)cc1OC (configuration not stated),-13,-0.3,-6,0,22,-6,-1,5,4.3%
Cc1ccc(NC(=O)C(C)OC(=O)COc2cccc(C(F)(F)F)c2)cc1 (configuration not stated),-8,0.4,4,2,10,-15,-1,-3,-0.7%
Cc1ccc(Cl)cc1NC(=O)N1CCC(CN2CCc3ccccc3C2)CC1,.,30,4,0,-4,21,0,.,-0.6%
Cc1noc(C)c1-c1nnc(-c2ccc(OC(F)(F)F)cc2)o1,6,0.3,-11,5,5,-2,-3,-3,1.0%
COc1cc(C2N=C(c3ccccc3)NO2)cc(Br)c1O (configuration not stated),-24,-0.1,-3,2,-2,1,-3,-6,-0.2%
CCCCOc1ccc(C(=O)N2CCCCCC2)cc1,8,0.4,2,2,-5,4,-1,15,-1.1%
C/C(=N\NC(=O)c1c(Br)c(C)nn1C)c1ccc(NC(=O)C(C)Oc2ccc(Cl)cc2C)cc1 (configuration not stated),2,0.5,-29,2,-2,-5,-3,-4,2.4%
CCN(CC)S(=O)(=O)c1cc(NC(=O)C(C)N(C)CC(=O)Nc2c(C)cccc2C)ccc1C (configuration not stated),-11,0.3,-7,1,.,-21,4,-7,0.7%

# 4 entries from above, ordered by the number in D2 PAM, falling:
SMILES,D2 PAM
N#C/C(=C/C=C/c1ccccc1)C(=O)Nc1ccccc1,9
COc1ccc(CCNC(=O)C(C)n2nc(C)n3c(cc4occc43)c2=O)cc1OC (configuration not stated),5
Cc1ccc(NC(=O)C(C)OC(=O)COc2cccc(C(F)(F)F)c2)cc1 (configuration not stated),-3
C/C(=N\NC(=O)c1c(Br)c(C)nn1C)c1ccc(NC(=O)C(C)Oc2ccc(Cl)cc2C)cc1 (configuration not stated),-4

# Next section
SMILES,D2 antagonist,D2 agonist,D1 antagonist,D1 ag,RXFP1 antagonist,TRHR enhancer,D1 potentiator,D2 PAM,RXFP1 ag
Cc1cc(OC(C)C)c2c(-c3ccccc3)cc(=O)oc2c1,-11,-2.6,8,3,-37,-3,-6,-1,0.8%
O=S(CCc1ccncc1)Cc1ccccc1 (configuration not stated),6,0.3,-12,0,-4,-3,-1,-6,1.2%
Cc1cccc(C(=O)OCC(=O)NCC(C)C)c1O,5,2.0,-9,1,-1,6,-5,8,1.3%
COc1ccccc1CCC(=O)Nc1ccc(OC)c(S(=O)(=O)N2CCCCC2)c1,-14,-1.3,-4,6,4,0,.,-1,0.3%
Cc1ccc(NC(=S)N2CCSC2c2cccs2)cc1 (configuration not stated),8,0.1,-5,-3,-16,3,2,-1,-0.1%
Cc1ccc(C(=O)NCCc2nnc3ccc(SCC(=O)Nc4ccc(C)cc4C)nn23)cc1,17,-1.1,-7,0,-3,-8,2,-9,-1.0%
Cc1ccn2cc(-c3ccc(Br)cc3)nc2c1,3,-0.5,1,1,-1,17,-4,-7,-1.2%
CCN(CC)c1ncnc2ccc(Br)cc12,17,0.5,-1,3,11,4,-4,2,11%
CC(=O)c1cccc(S(=O)(=O)N2CCCC(c3nc4c(nnn4Cc4ccccc4Cl)c(=O)[nH]3)C2)c1 (configuration not stated),-15,-0.4,-5,0,0,-2,-3,4,-3.8%
COc1ccc(CCN(Cc2cc3ccc(C)cc3n3nnnc23)C(C)=O)cc1OC,-9,1.0,-11,3,-18,5,-6,11,7.7%
Cc1cc(Oc2ccc3ccccc3c2)nc(SCC(=O)c2ccccc2)n1,3,1.7,-15,14,-6,-3,-7,-5,0.2%
NC(=O)Nc1cccc2ccccc12,-5,2.8,-2,0,2,16,1,-9,3.4%
Cc1[nH][nH]c(=O)c1C(c1ccc(-c2ccc(C(=O)O)cc2)o1)c1c(C)[nH][nH]c1=O,-11,2.2,-6,3,-16,2,-7,9,3.3%
CN1CCN(S(=O)(=O)c2ccc3c(c2)NC(=O)CS3)CC1,2,-0.1,0,4,7,6,0,-1,-2.5%
Cc1cc(C)cc(N2CCn3c2nc2c3c(=O)n(CCCc3ccccc3)c(=O)n2C)c1,.,-0.5,5,2,3,-5,-1,-8,18%
COC(=O)c1ccc(NC(=O)CSc2nnc(-c3ccncc3)n2C)cc1,12,-1.1,-1,2,4,2,-4,4,3.2%
Cc1nc2cc(Cl)c(Cl)cc2n1CCCO,-25,0.6,28,2,-1,-6,-3,-6,1.6%
Fc1cccc(NC(=S)NC2CCCCCCC2)c1,16,7.3,-18,19,-3,12,-10,2,-2.7%
CCN(CC)CC(O)COc1ccc2c(c1)c(C(C)=O)c(C)n2-c1ccccc1 (configuration not stated),27,0.3,14,2,-4,-1,-3,-16,1.4%

# Part of the list above, reformatted:
# Values run as follows: D2 antagonist | D2 agonist | D1 antagonist | D1 ag | RXFP1 antagonist | TRHR enhancer | D1 potentiator | D2 PAM | RXFP1 ag
Cc1nc2cc(Cl)c(Cl)cc2n1CCCO
→ -25 | 0.6 | 28 | 2 | -1 | -6 | -3 | -6 | 1.6%
Fc1cccc(NC(=S)NC2CCCCCCC2)c1
→ 16 | 7.3 | -18 | 19 | -3 | 12 | -10 | 2 | -2.7%

# Some of the compounds tested. The share of hits here may be higher or lower than overall.
